UPR XBP1 act = adaptive UPR (XBP1) activation; AID 463104; CHO-XBP1 luciferase reporter, IRE1-XBP1 UPR activation, luminescence; percent of tunicamycin response, DMSO as zero; 0.33% of 330,000 active; activation, % at 20 µM;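 active = versus positive control, 20 µM dose yields 30% or more activation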;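 also: 100% = tunicamycin at 10 µg/mL and 0% = DMSO only wells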
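Material: CHO cell line with stable XBP1 luciferase reporter; schedule: 16-18 h cell attachment at 37 °C, then 6 h compound exposure; signal: glow luminescence from Steady-Glo reagent; medium: serum-containing F12 medium, 10% FBS; benchmarks: tunicamycin 10 µg/mL and vehicle-only wells; read-out: percent activation relative to tunicamycin reference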
Mdm2-MdmX inh = inhibitors of human Mdm2/MdmX interaction | SaOS-2 split-luciferase Mdm2/MdmX complementation, luminescence | inhibition, % at 8 µM | 3% of 330,000 active;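 active = inhibition of at least 50% at 8 µM in the primary screen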
Target sequence (O15151 whole entry, looked up): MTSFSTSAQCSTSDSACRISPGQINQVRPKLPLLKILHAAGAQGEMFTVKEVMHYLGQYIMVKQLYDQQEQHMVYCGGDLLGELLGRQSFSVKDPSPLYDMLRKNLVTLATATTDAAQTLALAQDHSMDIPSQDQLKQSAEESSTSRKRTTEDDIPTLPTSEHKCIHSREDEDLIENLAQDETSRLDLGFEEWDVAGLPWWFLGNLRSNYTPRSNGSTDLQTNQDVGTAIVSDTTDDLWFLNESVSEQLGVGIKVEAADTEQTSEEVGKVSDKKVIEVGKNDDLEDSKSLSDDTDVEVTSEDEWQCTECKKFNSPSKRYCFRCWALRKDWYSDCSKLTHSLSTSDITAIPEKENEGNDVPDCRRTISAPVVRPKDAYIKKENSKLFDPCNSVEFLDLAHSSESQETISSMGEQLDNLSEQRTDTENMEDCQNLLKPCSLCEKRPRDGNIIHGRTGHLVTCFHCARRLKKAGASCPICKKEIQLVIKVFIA
Target sequence (Q00987 whole entry, looked up): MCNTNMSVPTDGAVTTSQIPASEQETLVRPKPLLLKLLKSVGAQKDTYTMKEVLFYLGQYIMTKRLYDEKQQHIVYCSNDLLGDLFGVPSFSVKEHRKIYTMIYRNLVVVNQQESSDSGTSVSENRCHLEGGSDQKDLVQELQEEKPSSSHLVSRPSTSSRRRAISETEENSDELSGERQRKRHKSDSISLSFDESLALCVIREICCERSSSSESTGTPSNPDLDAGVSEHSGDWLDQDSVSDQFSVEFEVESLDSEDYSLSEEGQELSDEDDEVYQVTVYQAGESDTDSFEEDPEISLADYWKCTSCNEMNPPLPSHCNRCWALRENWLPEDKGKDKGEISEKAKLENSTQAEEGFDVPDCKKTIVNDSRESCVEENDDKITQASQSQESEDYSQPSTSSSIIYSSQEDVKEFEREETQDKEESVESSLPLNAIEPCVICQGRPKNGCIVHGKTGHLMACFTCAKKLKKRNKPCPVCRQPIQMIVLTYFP
CHOP UPR activ = activators of apoptotic arm of unfolded protein response (CHOP); 0.34% of 330,000 active; activation, % at 10 µM; CHO-CHOP luciferase reporter, UPR activation, luminescence; percent of tunicamycin response over DMSO baseline;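 active = at 10 µM dose, activation of 40% or more, normalized to positive control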;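 also: 100% = tunicamycin at 10 µg/mL and 0% = DMSO alone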
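System: CHO CHOP reporter cells. Amount: 500 cells per well. Buffer or medium: F12 medium, 10% FBS. Compound dosing: one dose, 10 µM in 0.5% DMSO. Incubation: 6 h compound exposure at 37 °C after overnight seeding. Technique: Steady-Glo luciferase luminescence. Benchmarks: tunicamycin and DMSO controls.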
NALP3 yeast inh = blocks the NALP3 inflammasome reconstituted in yeast; Yeast reconstituted NLRP3/ASC/caspase-1, beta-gal luminescence, 24 h; inhibition, % at 10 µM; 0.39% of 330,000 active; AID 2825;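 active = inhibition of 50% or more; inactive = inhibition below 50%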;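 also: plate controls were induced DMSO wells for no effect and uninduced yeast grown without galactose for full effect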
TIM10 inh = inhibits growth of TIM10 yeast strain; S. cerevisiae TIM10 strain growth, BacTiter-Glo luminescence, 24 h; inhibition, % at 10 µM; 1.4% of 330,000 active;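 active = inhibition of 40% or more at the single tested concentration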;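 also: wild-type TIM10 isogenic control strain grown at permissive 25 °C; 0% = DMSO yeast wells and 100% = minimal medium wells without yeast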
APJ agonist = APJ receptor agonism; P35414; CHO-K1 APJ PathHunter beta-arrestin, luminescence; 0% DMSO wells, 100% apelin; activation, % at 20 µM; 0.11% of 330,000 active;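 active = activation more than six SD over the plate average, tested at 20 µM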;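 also: 0% = DMSO alone and 100% = apelin-13 at 10 nM; some results filed as inactive read as strong as hits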
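Test system: CHO-K1 APJ beta-arrestin complementation cell line | Compound: Single test compound dose, 20 µM final, 1% DMSO | Incubation: Compound 90 min 25 °C, reagent 1 h | Measured by: beta-gal luminescence | Read-out basis: APJ–arrestin association signal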
GRIN3A LBD mod = modulators (binders) of human NR3A ligand-binding domain. AID 1259313. 2.5% of 340,000 active. Tm shift relative to glycine control, % at 25 µM. NR3A LBD differential scanning fluorimetry, Tm shift; 0% = protein alone, 100% = glycine-bound protein;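 active = melting temperature shift of at least 10% of the positive control shift, at one fixed dose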
tim10-1 inh = growth inhibitors of tim10-1 mutant yeast; 2.2% of 330,000 active; AID 463190; S. cerevisiae tim10-1 ts strain growth, BacTiter-Glo, 24 h; inhibition, % at 20 µM;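 active = inhibition of at least 40%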;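 also: mutant grown at 25 °C; 0% = DMSO wells with yeast and 100% = wells holding no yeast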
tim23-1 inh = growth inhibitors of tim23-1 mutant yeast | 1.3% of 330,000 active | AID 463212 | S. cerevisiae tim23-1 growth, BacTiter-Glo luminescence, 24 h | inhibition, % at 20 µM;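 active = growth inhibition of the mutant yeast at or above 50%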;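 also: temperature-sensitive mutant grown at 25 °C; plate controls were DMSO-treated mutant yeast for no effect and medium wells lacking yeast for full effect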
Starred values were filed as active, the others as inactive; x = not tested or not shown.

SMILES | UPR XBP1 act | Mdm2-MdmX inh | CHOP UPR activ | NALP3 yeast inh | TIM10 inh | APJ agonist | GRIN3A LBD mod | tim10-1 inh | tim23-1 inh
COc1ccc(CNC(=O)C(c2ccc(C)o2)N(C(=O)c2snc(C(N)=O)c2N)c2ccccc2OC)cc1 (stereo not given) | -7 | -4 | -2.2 | 12 | -2 | 2 | -1 | 27 | 23
O=C(Nc1ccccc1F)NC1CCN(Cc2nnnn2Cc2ccc(F)cc2)CC1 | -2 | 7 | -1.7 | 10 | -8 | -1 | 1 | -4 | 2
CCn1c(COc2ccccc2)nnc1SCC(=O)C(C)(C)C | 3 | 9 | -3.4 | -3 | -22 | -5 | 0 | 1 | 2
O=C(NCc1nnc(SCC(=O)N2CCCCC2)o1)c1c(F)cccc1Cl | -10 | 13 | 0.9 | 1 | -3 | 1 | -6 | 1 | -9
COc1cc(NS(=O)(=O)c2ccc(NC(=O)COc3ccc(C)cc3C)cc2)nc(OC)n1 | 0 | 21 | -0.2 | 1 | 10 | -7 | -7 | 8 | 7
O=C(Nc1cccc(S(=O)(=O)NC2=NCCC2)c1)c1cc(-c2ccco2)nc2ccccc12 | -1 | -15 | 0.0 | 0 | 1 | -1 | -3 | -4 | -16
CC(C)CCN(C(=O)CNC(=O)c1ccco1)C(C(=O)NC1CCCCC1)c1ccco1 (stereo not given) | -3 | 1 | 0.7 | -8 | 11 | -7 | 0 | 34 | 20
S=C(NCc1ccco1)Nc1ccc(Oc2ccc(Cl)cc2)cc1 | -2 | 16 | -0.5 | 2 | 38 | -8 | 7 | 46* | 63*
CC1CCN(CCOc2ccc(C(=O)c3ccccc3)cc2)CC1 | -5 | 34 | 1.9 | 23 | -1 | -2 | 0 | -5 | 10
Cc1sc2ncn(CC(=O)NCCCC(=O)N3CCN(c4ccccc4)CC3)c(=O)c2c1C | -1 | 9 | 0.9 | 6 | -7 | 0 | 3 | 3 | 4
CCN(C(=O)[C@@H]1CCCN1C(=O)c1cccs1)c1nc2cc(Cl)ccc2s1 | 1 | 23 | 1.4 | 14 | 34 | -4 | -6 | 25 | 34
COC(=O)NCc1ccc2c(c1)OCO2 | -2 | 28 | -1.3 | 13 | 1 | 4 | 0 | 1 | 8
Cc1c(C(=O)N2CCN(Cc3ccc4c(c3)OCO4)CC2)cccc1[N+](=O)[O-] | -2 | -7 | 0.6 | 12 | 0 | 4 | -1 | 14 | 15
CCc1noc(C)c1C(=O)NNC(=O)c1ccc(N(CC)CC)cc1 | 0 | 16 | -1.8 | -13 | 3 | -1 | -1 | 11 | 10
CCc1ccc(CN(C)C(=O)CCc2nnc(CCc3cccc(OC)c3)o2)nc1 | 0 | 11 | 1.5 | 1 | 14 | -2 | 1 | 22 | 14
Cc1ccc(-c2nnn(CCC(=O)NC(C)(C)C)n2)cc1 | 1 | -24 | 2.9 | 18 | -17 | 0 | 3 | 17 | 7
COc1ccc(CN2CCN(S(=O)(=O)c3ccc(F)cc3)CC2)cc1OC | 3 | 11 | -1.3 | 13 | 19 | 0 | 0 | 14 | 20
C=CCN=C1N[C@@H](c2cccc(C(F)(F)F)c2)C(C(=O)OC)=C(C)N1CC | -3 | 15 | -1.1 | 12 | -6 | -6 | 1 | -6 | 10
Cc1ccc(S(=O)(=O)N2CCN(C(=O)COC(=O)/C=C/c3ccc([N+](=O)[O-])cc3)CC2)c(C)c1 | -3 | 11 | 1.0 | 11 | -1 | 3 | 0 | 2 | -1
O=C(NCc1ccccn1)C(=O)NCc1ccccn1 | -1 | -15 | -1.4 | -8 | -6 | -1 | 0 | 12 | -2
Cc1ccc(NC(=S)NNC(=O)C2CC2c2ccc(C)cc2)cc1 (stereo not given) | -1 | -14 | 0.3 | 2 | 40* | -8 | -5 | 41* | 17
COc1cccc(C(=O)Nc2ccc3c(c2)CCCN3C(=O)c2cccs2)c1OC | -2 | 8 | 3.3 | 17 | 10 | 3 | -1 | 26 | 34
CC(NC(=O)COC(=O)C1CCN(c2ccc(C(F)(F)F)cn2)CC1)c1ccc(F)cc1 (stereo not given) | 1 | 8 | 0.5 | 19 | -2 | -1 | 8 | 23 | 22
Cc1ccc(CNC(=O)c2cc(-c3ccccc3)nn2Cc2cc(C)no2)cc1 | -2 | 15 | 2.4 | 9 | 9 | -7 | -8 | 9 | -9

Reprinted at random: 5 entries already listed.
SMILES | UPR XBP1 act | Mdm2-MdmX inh | CHOP UPR activ | NALP3 yeast inh | TIM10 inh | APJ agonist | GRIN3A LBD mod | tim10-1 inh | tim23-1 inh
C=CCN=C1N[C@@H](c2cccc(C(F)(F)F)c2)C(C(=O)OC)=C(C)N1CC | -3 | 15 | -1.1 | 12 | -6 | -6 | 1 | -6 | 10
O=C(NCc1ccccn1)C(=O)NCc1ccccn1 | -1 | -15 | -1.4 | -8 | -6 | -1 | 0 | 12 | -2
Cc1c(C(=O)N2CCN(Cc3ccc4c(c3)OCO4)CC2)cccc1[N+](=O)[O-] | -2 | -7 | 0.6 | 12 | 0 | 4 | -1 | 14 | 15
Cc1ccc(-c2nnn(CCC(=O)NC(C)(C)C)n2)cc1 | 1 | -24 | 2.9 | 18 | -17 | 0 | 3 | 17 | 7
Cc1ccc(NC(=S)NNC(=O)C2CC2c2ccc(C)cc2)cc1 (stereo not given) | -1 | -14 | 0.3 | 2 | 40* | -8 | -5 | 41* | 17

Further structures.
SMILES | UPR XBP1 act | Mdm2-MdmX inh | CHOP UPR activ | NALP3 yeast inh | TIM10 inh | APJ agonist | GRIN3A LBD mod | tim10-1 inh | tim23-1 inh
Cc1sc2ncnc(N3CCN(S(=O)(=O)c4ccc(F)cc4)CC3)c2c1C | -2 | 17 | 1.0 | 11 | 9 | 1 | 1 | 9 | 28
O=c1oc2ccc([N+](=O)[O-])cc2c(N2CCOCC2)c1[N+](=O)[O-] | -2 | 8 | 1.2 | 14 | 22 | -5 | x | 6 | -5
CN(C)c1ccc(N/C=C/C(=O)c2ccc(F)cc2)cc1 | -1 | -110 | -4.4 | -3 | 11 | 0 | -11 | 30 | 19
CC(O)CNC(=O)Cc1cc(=O)[nH]c(=O)[nH]1 (stereo not given) | 1 | 14 | 0.9 | -4 | 0 | -5 | 0 | 7 | 6
Cc1cc2cc(CNC(=O)Cc3ccc([N+](=O)[O-])cc3)ccc2[nH]1 | 1 | 13 | -0.8 | 9 | 12 | -2 | -2 | -5 | 12
N#CC(=C=[N-])c1nc2ccccc2nc1-[n+]1cccc(NC(=O)c2ccc(F)cc2)c1 | 1 | 1 | 0.6 | 16 | -10 | -2 | x | 2 | 7
Cc1ccc2[nH]c(=O)c(C(c3nnnn3C(C)(C)C)N3CCN(C(=O)c4ccco4)CC3)cc2c1 (stereo not given) | -1 | -37 | -1.8 | 7 | 6 | -4 | 0 | 2 | 14
CCOc1ccc(N(CC(=O)N2CC=C(c3ccccc3)CC2)S(=O)(=O)c2c(C)noc2C)cc1 | -3 | 30 | -0.2 | 26 | 8 | -5 | 1 | 20 | 11
CN(C)c1nc(SCC#N)nc(N(C)C)n1 | 2 | 1 | -2.7 | 3 | -6 | -2 | 2 | 21 | 4
CN1CCN(C(=O)COCc2cc(-c3ccc4c(c3)OCO4)on2)CC1 | -2 | 8 | -1.0 | 9 | 0 | -2 | -8 | -7 | 4
O=[N+]([O-])c1ccc(O)c(/C=N\N=C2c3ccccc3-c3ccccc32)c1 | 5 | 93* | 2.7 | 28 | 27 | -1 | 14* | 16 | 23
CCOc1ccccc1C(=O)NCCC(=O)O | 0 | -1 | -0.1 | 2 | -1 | 8 | -2 | 3 | 10
Cc1ccc([N+](=O)[O-])cc1S(=O)(=O)N1CCCC1 | 2 | -8 | 3.8 | 16 | 4 | 0 | 2 | 8 | 6
O=C(NCC(=O)N(c1ccc2c(c1)OCO2)C(C(=O)NC1CCCC1)c1cccs1)c1ccco1 (stereo not given) | -1 | -20 | -1.9 | 7 | 0 | -4 | 2 | -1 | -6
CCOC(=O)C(C)Oc1cccc2c(=O)n(CC(=O)NCc3ccc4c(c3)OCO4)ccc12 (stereo not given) | 7 | 54* | -1.2 | 12 | 8 | 4 | -11 | 7 | 12
Cc1ccc(NC(=O)c2ncn(CC(=O)NCc3ccccc3)n2)cc1C | 3 | 7 | 7.2 | x | -16 | x | 0 | 8 | 29
Cc1cccc(N2CCN(C(=O)c3cn(C)c(=O)c4c3c3ccccc3n4C)CC2)c1C | -1 | 59* | -1.9 | -1 | 1 | -3 | -2 | 31 | 15
COc1ccc(COc2cc(-c3cccc(OC)c3)nc3ccc(NC(=O)C(C)C)cc23)cc1 | -1 | 32 | 4.6 | 23 | 2 | -2 | -2 | -3 | 1
Cc1ccc(C(C[N+](=O)[O-])c2c(-c3ccccc3O)[nH][nH]c2=O)cc1 (stereo not given) | 31* | 32 | 16 | 51* | 33 | -1 | -14 | 44* | 66*
COc1ccc(NC(=O)CCn2cccc2)cc1 | -3 | 9 | 6.4 | 28 | -10 | -2 | 0 | 10 | 12
CCOC(=O)COc1ccc(C2NC(C(=O)O)CS2)cc1 (stereo not given) | 4 | 12 | 0.2 | 7 | 4 | -5 | 0 | 15 | 15
O=C(CSc1ccc(-c2ccc(Br)cc2)nn1)NC1CCCC1 | -2 | 20 | -0.3 | 2 | 3 | 3 | 2 | 4 | -4
COC(=O)c1ccc(COC(=O)c2ccc(C)c(S(=O)(=O)N3CCCCC3)c2)cc1 | -2 | 7 | -0.5 | 10 | -4 | -6 | 2 | 6 | 8
CN1CCN(S(=O)(=O)c2ccc(C3CCCCC3)cc2)CC1 | -2 | 15 | 0.1 | 21 | -1 | -3 | 0 | 5 | 1
COc1ccc(CN(C2CCCC2)S(=O)(=O)c2ccc(-n3cnnn3)c(OC)c2)cc1OC | 5 | -8 | -1.4 | 3 | 7 | -2 | 1 | 14 | 11
Cc1nc2ccc(NS(=O)(=O)c3ccc(F)c(F)c3F)cc2s1 | -2 | 1 | 0.7 | -2 | 3 | -3 | -1 | -3 | 19
CCc1nc(-c2ccccc2)cc(=O)[nH]1 | 0 | 5 | 0.2 | 10 | 6 | 0 | 4 | 18 | 10
CN(C)S(=O)(=O)c1ccc(Cl)c(NC(=O)COC(=O)CCSc2ccccc2)c1 | -3 | -17 | -0.9 | 10 | 24 | -1 | 1 | 21 | 31
O=C(NCc1ccccc1)C1=C[C@@H](C2CC2)C[C@@H](OCCCCO)O1 | -2 | -31 | 0.4 | 5 | 6 | 3 | 1 | 8 | 18
Cc1ccc(CC2CC(=O)N(Cc3ccco3)C2=O)cc1 (stereo not given) | -1 | 12 | -1.5 | 31 | -5 | 0 | -1 | 6 | 0
COC(=O)C(NS(=O)(=O)c1ccc(F)cc1)c1ccccc1 (stereo not given) | 0 | -6 | -0.9 | 0 | 12 | 2 | 0 | 14 | -1
CCOC(=O)C1=C(N)N2C(=O)C(C)SC2=C(C(=O)OC)C1c1cccc(OC)c1 (stereo not given) | -2 | 7 | 1.8 | 7 | 19 | -5 | -4 | 34 | 23
CCOC(=O)N1CCN(CCC(=O)Nc2cc([N+](=O)[O-])ccc2OC)CC1 | -5 | 24 | -2.5 | 4 | 2 | -2 | 0 | 3 | 9

Screening results (PubChem BioAssay)
